# Screening results as filed in PubChem BioAssay.
# PAX8 reporter: inhibitors of PAX8-driven TPO luciferase reporter, primary screen, RMG-I cells, single concentration; SteadyGlo, 24 h; inhibition, % at 12.6 µM; 360,000 compounds, 1.2% hits;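 active = mean replicate inhibition at least 60% with every replicate also reaching 60%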;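 also: luciferase light reporting Pax8 driven TPO promoter activity; plate controls were median of neutral control wells for no effect and mitoxantrone controls for full effect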
# GSIS activator: GLuc luminescence reporter in INS-1E cells, primary screen for activators of glucose-dependent secretion of insulin. INS-1E GLuc reporter insulin secretion, 2-3 h. activation, % at 16.6 µM. 370,000 compounds, 0.61% hits. AID 743287, 2014;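 active = lowest replicate activation of at least 40%, so every replicate reaches that level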;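 also: 0% = median of neutral control wells and 100% = median of IBMX positive control wells; some compounds called inactive have numbers as strong as hits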
# PGC1a acetyl inh: inhibitors of PGC1a acetylation signal, primary screen, cell-based, U2OS, AlphaScreen, inhibitor mode; 350,000 compounds, 0.17% hits; AlphaScreen anti-acetyl-lysine; with virally co-expressed GCN5 acetyltransferase; inhibition, % at 15.6 µM;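 active = every replicate shows inhibition of at least 40%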;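 also: 0% = neutral control wells and 100% = positive control wells; some results beyond the cut were filed as inactive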
# LGR2 inh: inhibitors of bursicon-induced LGR2 CRE-luciferase signal, primary screen, cell-based, HEK293, CRE-luciferase reporter, bursicon stimulation | Drosophila bursicon receptor LGR2 (rickets) | bursicon-stimulated, 4 h | inhibition, % at 9.99 µM | 380,000 compounds, 0.35% hits | AID 720647, 2013;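 active = drop in luminescence signal, shown as inhibition above about 50% in the replicate tests, limit read from the data, passing the limit was not always enough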;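 also: agonist challenge used bursicon conditioned medium at about half maximal strength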
# Statin myotox sup: suppressors of statin myotoxicity in C2C12 myotubes, primary screen, cell-based, single point, plate reader. C2C12 myotubes + simvastatin, ATP luminescence, 48 h; scaled: DMSO 0, geranylgeraniol control 100. rescue of ATP level, % at 7.49 µM. 330,000 compounds, 0.78% hits. AID 602340, 2012;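 active = mean ATP rescue above about 67%, or every replicate alone reaching that limit, limit read from the data, passing the limit was not always enough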;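 also: myotubes were challenged with 10 µM simvastatin during compound exposure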
# Cneo AK release: Cryptococcus neoformans cell lysis inducers, primary screen, AK release luminescence, single concentration | C. neoformans lysis, adenylate kinase release luminescence, 4 h; normalised: neutral wells 0, clomiphene wells 100 | lysis activity, % at 15 µM | 360,000 compounds, 0.2% hits | AID 651654, 2012;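 active = mean lysis activity across replicates of at least 80%, whatever share of replicates individually reach that level; inactive = mean lysis activity below 80%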
#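 Material: C. neoformans cells; Schedule: 4 h static compound exposure, 37 °C, read 1 h post-reagent; Measured by: adenylate kinase release luminescence; Read-out: signal increase indicating cell lysis; Controls: Clomiphene as positive lysis control.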
# PglD inh: C. jejuni PglD acetyltransferase inhibitors, primary screen, biochemical, DTNB colorimetric, single point. UDP-N-acetylbacillosamine N-acetyltransferase PglD (Campylobacter jejuni). purified PglD enzyme, DTNB colorimetric CoA detection. inhibition, % at 12.5 µM. 360,000 compounds, 0.098% hits. AID 602405, 2012; in the data active = inhibition above about 16%, passing the limit was not always enough; also: strong numbers were not always called active
# ARNT TACC3 PPI: disruptors of ARNT/TACC3 protein interaction, primary screen, biochemical, AlphaScreen, single concentration; inhibition, % at 9.99 µM; AlphaScreen His-ARNT PAS-B/GST-TACC3 binding, luminescence; TACC3 fragment carries E629A point mutation; 390,000 compounds, 0.66% hits; Transforming acidic coiled-coil-containing protein 3 (Homo sapiens), Q9Y6A5;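 active = mean inhibition of replicates at least 50% and at least half of replicates each reaching 50%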;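 also: 0% = complete ARNT plus TACC3 wells and 100% = ARNT alone without TACC3; many hits fall short of the cut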
# * marks the source's active call; other numbers are inactive results; nt = no result given; & = joins results of further samples.
SMILES,PAX8 reporter,GSIS activator,PGC1a acetyl inh,LGR2 inh,Statin myotox sup,Cneo AK release,PglD inh,ARNT TACC3 PPI
COc1ccc(S(=O)(=O)Nc2ccc3c(c2)C(=O)N([C@@H](C)CO)C[C@H](C)[C@@H](CN(C)C(=O)CCC(F)(F)F)OCCCC[C@H](C)O3)cc1,-13,-5,20,22,nt,1,0,-1
COc1ccc(/C(O)=C2\C(=O)C(=O)N(CCN(C)C)C2c2cc(OC)c(OC)c(OC)c2)c(C)c1 (stereo unspecified),nt,nt,-10,nt,23,0,3,1
O=C(NCCCN1CCCC1=O)Nc1ccc(Br)cc1Cl,-12,7,nt,-4,-3,4,-9,2
COc1ccc(NC(=O)N(C)C[C@@H]2Oc3c(NC(=O)CCCCCC(=O)Nc4ccccc4N)cccc3C(=O)N([C@H](C)CO)C[C@H]2C)cc1,-19,1,-2,-5,nt,nt,nt,nt
CSCC[C@H]1COC[C@@H](Cc2ccccc2)N1c1ccccc1,14,-2,-31,18,8,1,-4,nt
O=c1cc(CO)occ1OCc1cccc(C(F)(F)F)c1,-25,nt,nt,nt,-7,-2,-1,2
CCc1cc(C(=O)Cc2ccccn2)c(O)cc1O,10,4,nt,-10,10,-4,2,5
CCCc1cc(=O)oc2c(CN3CCN(C)CC3)c(O)c(Cl)cc12,-7,-5,7,nt,5,1,-2,-15
CN1C(=O)c2cc(NC(=O)c3cccc(F)c3)ccc2OC[C@@H]2O[C@@H](CC(=O)Nc3ccccc3)CC[C@@H]21,13,-17,-2,-3,9,1,-3,-4
O=C(C1CCN(Cc2ccccc2O)CC1)N1CCN(Cc2ccc3c(c2)OCO3)CC1,4,22,1,-7,nt,-1,-8,-9
Cc1cc(OCC(=O)NC(C)C)cc(C)c1Br,65*,5,nt,-3,nt,nt,nt,-7
C[C@@H]1CCCCO[C@H](CN(C)S(C)(=O)=O)[C@H](C)CN([C@@H](C)CO)C(=O)c2cc(NC(=O)Nc3ccc4c(c3)OCO4)ccc2O1,nt,15,9,-11,nt,4,-1,5
COC(=O)c1c(C)[nH]c(C(=O)COC(=O)Cc2ccc3c(c2)OCCO3)c1C,-12,nt,nt,nt,4,0,0,-9
C[C@@H]1CCCCO[C@@H](CN(C)C(=O)Cc2ccccc2)[C@@H](C)CN([C@H](C)CO)C(=O)c2cc(NC(=O)Nc3cccc4ccccc34)ccc2O1,10,18,14,2,nt,2,4,-17
Cc1ccc(/C=N/NC(=O)c2ccc(NC(=O)c3ccc(Cl)cc3)cc2)o1,-13,19,nt,-4,1,-2,-4,-8
O=C(COC(=O)c1ccc(NS(=O)(=O)c2cccs2)cc1O)NCc1ccccc1,13,-2,6,-1,-24,-2,2,7
CCCS(=O)(=O)N1CCN(Cc2ccncc2)CC1,nt,-3,nt,-7,3,0,2,-11
CC(C)CC#Cc1ccc2c(c1)O[C@H](CN(C)Cc1ccccn1)[C@@H](C)CN([C@H](C)CO)S2(=O)=O,36,-20,-6,-17,-33,-11,-1,-6
Cc1onc(-c2c(F)cccc2Cl)c1C(=O)OCC(=O)c1c(N)n(C)c(=O)n(C)c1=O,-11,nt,-5,nt,-8,2,3,6
N#C/C(=C\c1ccc(Cl)cc1)c1nc2ccccc2o1,-2,3,nt,-18,nt,nt,nt,8
COc1ccccc1CN1CCNC(=O)C1CC(=O)NCc1cn(C)nc1C (stereo unspecified),5,0,5,20,-12,1,5,-23
Cc1ccsc1C(C(=O)NC1CCCCC1)N(C(=O)Cc1cccs1)C1CC1 (stereo unspecified),nt,nt,-8,nt,50,-4,6,-12
Cc1ccc(-c2csc3nc[nH]c(=O)c23)cc1C,0,-1,nt,8,0,0,7,-3
C[C@@H]1CN([C@@H](C)CO)S(=O)(=O)c2ccc(C#CC3(O)CCCC3)cc2O[C@@H]1CN(C)C(=O)Nc1ccc(F)cc1,nt,-15,-5,15,nt,-7,0,-1
CC1(C)Cc2ccccc2-c2nnnn21,nt,-15,0,22,-3,-1,-2,-3
CC(C)NC(=O)c1ccc2c3n(nc2c1)-c1ccc(Cl)cc1CO3,-283,-12,nt,-122,-18,0,-6,-1
CN(CCCC(=O)NCc1ccc2c(c1)OCO2)S(=O)(=O)c1ccc([N+](=O)[O-])cc1,-3,-21,-10,22,nt,-1,2,-1
COc1cccc(CN2CC(C(=O)N(C)Cc3nc4ccc(F)cc4[nH]3)CCC2=O)c1 (stereo unspecified),-16,-9,nt,1,-9,1,-1,-6
CN(C)CCNC(=O)Cn1nc(-c2ccc(Cl)cc2)ccc1=O,30,8,nt,6,nt,nt,nt,-3
O=C(NCc1ccccc1)C(=O)NCC(c1ccco1)N1CCN(c2ccccc2F)CC1 (stereo unspecified),-9,-16,0,1,nt,nt,nt,-2
CC1CCCN(C(=O)C2CCN(S(=O)(=O)c3cccc4nsnc34)CC2)C1 (stereo unspecified),4,1,9,2,5,1,3,-3
C[C@@H]1CCCCO[C@@H](CN(C)C(=O)Nc2ccccc2)[C@H](C)CN([C@H](C)CO)C(=O)c2cc(N(C)C)ccc2O1,-1,-10,0,3,35,nt,nt,nt
COCCCNc1nc2nonc2nc1N1CCN(Cc2cccc(C)c2)CC1,14,-12,11,3,4,0,-1,3
O=C(NCc1cccs1)c1ccc(S(=O)(=O)N2CCOCC2)cc1,-14,5,2,4,-10,-1,1,1
CCC(C)(C(=O)NC1CCCCC1)N(Cc1cccs1)C(=O)c1ccccn1 (stereo unspecified),10,-11,-10,11,nt,nt,nt,1
COC(=O)c1cc(Br)c(=O)n(CCc2ccc(O)cc2)c1,nt,nt,-3,nt,-12,-1,0,-22
CCOC(=O)C1(C)NC(c2ccc(N(C)C)cc2)C2C(=O)N(c3ccc(OC)cc3)C(=O)C21 (stereo unspecified),12,14,3,nt,115*,0,13,-20
CCOC(=O)c1ccc(Oc2nc(OC)cc(OC)n2)cc1,7,5,nt,0,nt,nt,nt,-2
N=C1C(c2nc(-c3cccc([N+](=O)[O-])c3)cs2)=C(O)CN1NC(=O)c1ccco1,7,3,nt,-3,nt,nt,nt,-3
COc1ccc(S(=O)(=O)N2CCN(c3ccccn3)CC2)cc1[N+](=O)[O-],-1,20,-3,-3,nt,-4,-5,0
O=C(NC1CCCCC1)C1CC(=O)N(Cc2ccccc2)C1 (stereo unspecified),8,1,1,16,-39,0,-4,12
CCOc1ccc(NC(=O)c2ccccc2NC(=O)CNC2CCCC(C)C2C)cc1 (stereo unspecified),3,-3,-2,9,2,-1,-1,0
O=C(NC(=S)Nc1cccc(NC(=O)c2ccccc2)c1)c1cccc([N+](=O)[O-])c1,5,-36,4,14,nt,1,-5,-20
C/C(CC(C)C)=N\NS(=O)(=O)c1ccc(C)c([N+](=O)[O-])c1,3,-5,-6,-3,nt,0,-1,-3
COc1ccccc1N1CCN(C(=O)CN2C(=O)c3ccccc3S2(=O)=O)CC1,-22,-4,3,-16,1,-1,6,2
CCOC(=O)C1(CCOC)CCN(Cc2cc3ccccc3s2)CC1,30,-20,11,-4,2,-2,0,-2
COc1ccc(C(=O)N2CCN(C(C)=O)CC2)cc1S(=O)(=O)N1CCOCC1,8,3,-4,-31,-1,0,-4,4
Cc1c(C)c2ccc(OCC(=O)Nc3ccc(S(N)(=O)=O)cc3)c(C)c2oc1=O,-6,5,5,-1,1,nt,nt,-2
CCc1c(C)sc(NC(=O)OC)c1C(N)=O,nt,nt,-11,nt,10,3,-175,-8
Cc1ncc(C(O)c2ccccc2)n1Cc1ccccc1 (stereo unspecified),-4,nt,-12,nt,0,15,13,nt
# (continued)
SMILES,PAX8 reporter,GSIS activator,PGC1a acetyl inh,LGR2 inh,Statin myotox sup,Cneo AK release,PglD inh,ARNT TACC3 PPI
CCCOc1ccc(C(=O)NC(=S)Nc2nc3ccccc3s2)cc1,nt,13,7,-19,29,1,4,1
FC(F)(F)c1ccc(Nc2nnnc3ccccc23)cc1,-77,16,5,9,nt,nt,nt,-8
CCN(CC)C(=O)CSc1ncnc2sccc12,-7,-13,nt,4,nt,nt,nt,-1
COc1cc(C(=O)Nc2ccc(C)cc2)c2ccccc2n1,33,13,-2,-4,-58,0,-4,-12
O=P1(NC2CCCC2)OCC2(CO1)COP(=O)(NC1CCCC1)OC2 (stereo unspecified),nt,-4,-3,4,7,-1,-1,-9
Cc1ccc(C(=O)c2cc([N+](=O)[O-])ccc2N2CCCCC2)c(C)c1,89*,11,nt,5,nt,nt,nt,3
C[C@H](CO)N1C[C@H](C)[C@H](CN(C)C(=O)Nc2cccc3ccccc23)Oc2c(NC(=O)c3ccc(-c4nccs4)cc3)cccc2C1=O,-8&15,-7&-5,-7&-4,-1&3,-24&10,6&0,9&-2,-4
COc1ccccc1C(c1nnnn1Cc1ccccc1)N1CCC(C(N)=O)CC1 (stereo unspecified),nt,9,5,nt,3,1,6,26
CC(=O)N(C)C[C@@H]1Oc2ncc(C#Cc3ccccc3)cc2C(=O)N([C@@H](C)CO)C[C@@H]1C,nt,35,14,2,13,0,-2,-1
COc1cc2c(=O)n(CCC(=O)NCC3CCCO3)c(=O)n(CC(=O)Nc3ccccc3C)c2cc1OC (stereo unspecified),8,-2,nt,10,-7,1,4,0
COc1cc(OC)c(NS(=O)(=O)c2cc(C(=O)OCC(=O)NCC3CCCO3)ccc2OC)cc1Cl (stereo unspecified),17,0,5,22,nt,nt,nt,16
CS(=O)(=O)N1CCN(C(=O)COc2ccccc2)CC1,0,-5,nt,nt,nt,-1,-1,-5
COc1cccc(C2C(C#N)=C(N)Oc3c2oc(CO)cc3=O)c1OC (stereo unspecified),-27,nt,-2,nt,5,10,-2,3
COc1cc(O)ccc1C=O,3,-6,-1,5,nt,nt,nt,-11
CC1(C(=O)NCc2ccc(C(F)(F)F)cc2)CCN1Cc1ccccc1OC(F)F (stereo unspecified),15,-19,-16,20,-23,-1,0,nt
Cc1ccc2cc(CN(Cc3ccco3)C(=O)c3cccs3)c(=O)[nH]c2c1,nt,nt,nt,nt,-43,-2,1,8
CCNC(=O)[C@@H]1[C@@H](CO)[C@@H]2Cn3c(ccc(-c4ccccc4)c3=O)[C@H]1N2CCC(F)(F)F,nt,-5,nt,2,-2,2,0,-5
Cc1ccc(NC(=O)C2CCN(c3cnccn3)CC2)cc1,-23,-8,6,12,nt,nt,nt,-7
OC[C@H]1[C@H](c2ccc(-c3ccccc3)cc2)[C@@H]2CN(CCC(F)(F)F)CCCCN12,-1,-19,-5,16,nt,3,-1,-2
COc1ccc(/C=C2\CCC(C3CCCC3)C2=O)cc1 (stereo unspecified),-87,1,9,-54,-5,-2,-5,-1
O=C(CS(=O)(=O)Cc1ccccc1)Nc1ccccn1,nt,3,47,-8,6,-8,-2,11
Cc1ccc(S(=O)(=O)Cc2ccc(C(=O)N3CCN(Cc4ccccc4)CC3)o2)cc1,9,-1,-2,-8,-2,3,-1,1

# 3 entries already listed, arranged by number of heavy atoms, rising:
SMILES,PAX8 reporter,GSIS activator,PGC1a acetyl inh,LGR2 inh,Statin myotox sup,Cneo AK release,PglD inh,ARNT TACC3 PPI
O=C(CS(=O)(=O)Cc1ccccc1)Nc1ccccn1,nt,3,47,-8,6,-8,-2,11
COc1cccc(C2C(C#N)=C(N)Oc3c2oc(CO)cc3=O)c1OC (stereo unspecified),-27,nt,-2,nt,5,10,-2,3
Cc1ccc2cc(CN(Cc3ccco3)C(=O)c3cccs3)c(=O)[nH]c2c1,nt,nt,nt,nt,-43,-2,1,8
